# Assay outcomes as filed in PubChem BioAssay.
# thrombin 1536 = inhibitors of human thrombin; P00734; alpha-thrombin, Boc-VPR-AMC fluorogenic substrate cleavage; 0.26% of 220,000 active; AID 1046; inhibition, % at 5 µM;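 active means inhibition at or above 40%; inactive means inhibition below 40%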;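 further: 0% = enzyme with no compound and 100% = wells without enzyme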
#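 System – human alpha-thrombin protein · Reagent – Boc-VPR-AMC substrate, 15 µM final · Compound – 5 µM single dose in 0.2% DMSO · Schedule – reaction at room temperature · Technique – AMC fluorescence at 355 nm excitation and 460 nm emission · Read-out basis – % inhibition relative to enzyme controls and enzyme-free blanks · Control set – no-compound enzyme wells and no-enzyme blanks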
# Furin inh = human furin inhibition. P09958. purified furin, fluorogenic substrate cleavage. inhibition, % at 30 µM. 0.061% of 220,000 active. AID 463115; in the data active means inhibition above about 25%; further: inactives centre near -15
# FXIIa inh 1536 = factor XIIa (human) inhibition; P00748; purified FXIIa, Boc-QGR-AMC fluorogenic substrate, 2 h; inhibition, % at 5 µM; 0.3% of 220,000 active; AID 800; in the data active means inhibition above about 40%;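 further: 0% = enzyme with no compound and 100% = blank without enzyme; many of its hits are not listed in these tables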
# p97 inhibitor = blocks human p97 ATPase activity; P55072; recombinant p97 ATPase, Kinase-Glo ATP luminescence, 3 h; inhibition, % at 8 µM; 0.42% of 220,000 active; AID 1481; in the data active means inhibition above about 15%;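 further: 0% = DMSO vehicle and 100% = wells lacking enzyme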
# KCC2 mod = modulators of human KCC2 chloride dependent transport | Q9H2X9 | KCC2 cells, thallium flux FluoZin-2 fluorescence | B-score of Tl+ flux slope (higher = more flux/activation; lower = inhibition) at 10 µM | 2.2% of 190,000 active;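 active means thallium flux slope and its plate-corrected score both differing from the plate sample mean at a set confidence after two filtering rounds, in either direction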;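 further: slope of fluorescence scaled to starting intensity during 10 to 20 s after thallium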
# Target sequence (Q9H2X9 whole entry, looked up): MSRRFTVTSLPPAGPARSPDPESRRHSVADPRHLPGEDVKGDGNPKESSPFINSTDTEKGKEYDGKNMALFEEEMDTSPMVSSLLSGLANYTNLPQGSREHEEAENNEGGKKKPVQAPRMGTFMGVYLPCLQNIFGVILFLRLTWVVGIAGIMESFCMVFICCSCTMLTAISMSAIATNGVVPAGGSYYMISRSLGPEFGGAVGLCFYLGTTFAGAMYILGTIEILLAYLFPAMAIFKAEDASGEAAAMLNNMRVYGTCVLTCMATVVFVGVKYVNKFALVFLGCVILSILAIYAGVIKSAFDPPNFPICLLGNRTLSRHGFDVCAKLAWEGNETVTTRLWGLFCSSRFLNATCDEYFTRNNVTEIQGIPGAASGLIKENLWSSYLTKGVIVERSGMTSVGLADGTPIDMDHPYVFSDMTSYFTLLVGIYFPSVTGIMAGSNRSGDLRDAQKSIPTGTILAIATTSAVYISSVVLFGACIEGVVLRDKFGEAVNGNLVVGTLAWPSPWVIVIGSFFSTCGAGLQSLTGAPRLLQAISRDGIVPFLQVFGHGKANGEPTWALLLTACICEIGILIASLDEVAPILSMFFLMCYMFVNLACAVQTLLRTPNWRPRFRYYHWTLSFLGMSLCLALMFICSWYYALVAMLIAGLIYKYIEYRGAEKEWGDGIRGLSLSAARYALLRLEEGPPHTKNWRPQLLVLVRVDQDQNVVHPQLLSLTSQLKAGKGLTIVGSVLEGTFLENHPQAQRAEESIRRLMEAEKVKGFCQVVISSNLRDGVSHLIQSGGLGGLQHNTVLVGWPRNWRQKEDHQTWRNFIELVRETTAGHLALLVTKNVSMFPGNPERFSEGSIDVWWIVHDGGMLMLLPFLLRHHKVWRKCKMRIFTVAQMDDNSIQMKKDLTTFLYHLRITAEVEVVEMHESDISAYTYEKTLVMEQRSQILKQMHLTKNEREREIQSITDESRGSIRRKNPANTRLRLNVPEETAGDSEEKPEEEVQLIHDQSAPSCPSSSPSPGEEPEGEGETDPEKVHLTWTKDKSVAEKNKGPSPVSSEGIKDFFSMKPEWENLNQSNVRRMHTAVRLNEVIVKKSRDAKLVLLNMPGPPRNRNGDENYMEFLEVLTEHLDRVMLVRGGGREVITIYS
# Wee1 degr inh = human Wee1 degradation inhibition, primary screen. P30291. HeLa Luc-Wee1K328M stability, luciferase luminescence; 100% = proteasome inhibitor MG132 effect. reporter increase, % at 5 µM. 1.2% of 220,000 active;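 active means activation above the mean of all tested compounds plus 3 SD, set per screening run, cut at about 8.8% in these data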;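 further: cells exposed to compound for 20 h before luminescence read; 0% = DMSO alone and 100% = MG132 at 30 µM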
# hK5 inh = inhibitors of human kallikrein 5; inhibition, % at 5 µM; 0.59% of 210,000 active; AID 873; Q9Y337; recombinant hK5, fluorogenic AMC substrate cleavage;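 active means inhibition of 40% or more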;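 further: 0% = enzyme controls without compound and 100% = no-enzyme blanks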
# PERK inh = human PERK inhibition, primary cell-based screen; 0.17% of 220,000 active; AID 1416; Q9NZJ5; CHO PERK-DD fusion, SEAP luminescence translation reporter; inhibition, % at 5.6 µM;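 active means inhibition above the mean inhibition of all tested compounds plus 3 SD, set separately per screening campaign, cut at about 2.9% in these data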;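 further: PERK kinase domain activated by AP20187 dimerizer at 100 nM; 0% = DMSO with dimerizer and 100% = rapamycin at 8.4 µM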
# FXIa inh 1536 = inhibitors of human coagulation factor XIa; P03951; purified FXIa, Boc-Glu-Ala-Arg-AMC fluorogenic substrate; inhibition, % at 5 µM; 0.14% of 220,000 active;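 active means inhibition of at least 40%; inactive means inhibition below 40%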;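 further: fluorescence of freed AMC excited at 355 nm; 0% = enzyme without compound and 100% = no enzyme blank; many of its hits are not listed in these tables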
# * = called active by the depositor; nt = not tested or not shown; [ ] = dose if it differs, or a comment.
cpd | mol | thrombin 1536 | Furin inh | FXIIa inh 1536 | p97 inhibitor | KCC2 mod
1 | COc1ccc(CN(C2CCCC2)S(=O)(=O)c2ccc(-n3cnnn3)c(OC)c2)cc1OC | -9 | -5[20 µM] | 16 | -4 | -0.051
2 | CCOC(=O)C1=C(C)NC2=C(C(=O)CCC2)C1c1cc(OC)ccc1OC (stereo unspecified) | -3 | -16 | 13 | 2 | nt
3 | CCOC(=O)N/N=C/c1ccc(OC)c(O)c1 | 3 | -11 | 5 | -4 | -1.1
4 | Cc1cc(NC(=O)c2cc(-c3ccco3)on2)nn1Cc1ccc(Cl)cc1 | 1 | -25 | 11 | 0 | -0.27
5 | O=C(CCCn1c(SCc2cc(=O)n3cc(Cl)ccc3n2)nc2ccccc2c1=O)NCC1CCCO1 (stereo unspecified) | 0 | -13 | 4 | 7 | -1.7
6 | Cc1ccc(C(=O)Nc2nc3nc(-c4ccccc4)cc(=O)n3[nH]2)cc1 | 10 | -6[20 µM] | 10 | -4 | -0.91
7 | CCOC(=O)c1ccc(NS(=O)(=O)c2ccc(SC)cc2)cc1 | -7 | -19[20 µM] | -7 | -4 | -0.26
8 | CCNS(=O)(=O)c1ccc2c(c1)n(C)c(=O)n2C | 16 | -11[20 µM] | -2 | 0 | 0.95
9 | COc1ccccc1N=CC1=C(O)CC(c2ccccc2)CC1=O (stereo unspecified) | -2 | -4 | 1 | -4 | -0.43
10 | CCCC(=O)N1CCN(c2nc(CC(C)C)c3c(c2C#N)CCC3)CC1 | -2 | -21 | 7 | -4 | nt
11 | N#C/C(=C\c1cc(O)c(O)c(O)c1)C(N)=O | -2 | 6 | 1 | 5 | -0.037
12 | COc1ccccc1-n1nnnc1SCC(=O)Nc1ccccn1 | 1 | -14[20 µM] | 7 | 0 | nt
13 | O=C(CSc1ccc2ccccc2c1)Nc1nc2ccccc2[nH]1 | -1 | -20 | 5 | -1 | -0.039
14 | Cc1nnc(SC(C)C(=O)NC2CCCc3ccccc32)n1-c1ccccc1 (stereo unspecified) | -10 | -11 | 14 | 3 | 0.091
15 | O=C(NCCc1c[nH]c2ccccc12)C(=O)NCC1OCCCN1S(=O)(=O)c1ccc(F)cc1 (stereo unspecified) | 1 | -27 | 6 | 1 | -2.5

cpd | Wee1 degr inh | hK5 inh | PERK inh | FXIa inh 1536
1 | -1 | -20 | -1.2 | -3
2 | -1 | -25 | -1.0 | 7
3 | 1 | 6 | 1.3 | 1
4 | -1 | -12 | 0.2 | 1
5 | 0 | 4 | 0.4 | -1
6 | 0 | -1 | -0.7 | 0
7 | -3 | -2 | 0.3 | -5
8 | -1 | -19 | 1.0 | -11
9 | -2 | 6 | -0.2 | 4
10 | 1 | 4 | -0.9 | 0
11 | 0 | -8 | 1.1 | 2
12 | 2 | 0 | 0.2 | 3
13 | -1 | -25 | 0.8 | 0
14 | -3 | -6 | -0.1 | 1
15 | 2 | -11 | -0.7 | 11

# More structures.
cpd | mol | thrombin 1536 | Furin inh | FXIIa inh 1536 | p97 inhibitor | KCC2 mod
16 | N#Cc1c(C(F)(F)F)cc(-c2ccco2)nc1SCc1ccccn1 | 4 | -13[20 µM] | -4 | -1 | -0.32
17 | CCN(CC)C(=O)c1[nH]cnc1C(=O)N[C@@H](CC(C)C)C(=O)OCc1ccccc1 | -8 | -24 | 7 | -3 | -0.11
18 | Cc1cccc(C)c1NC(=O)COn1nnc2ccc(C(F)(F)F)cc21 | 1 | -15 | 16 | 4 | 0.21
19 | O=S(=O)(Cc1ccccc1)N1CCCCC1 | -8 | -21[20 µM] | -1 | 7 | -0.45
20 | CC(=O)NC1=NN(C(C)=O)C(c2cccs2)S1 (stereo unspecified) | 2 | -23[20 µM] | 20 | 2 | -0.18
21 | C1=C(N2CCOCC2)/C(=C/c2nc3ccccc3[nH]2)CC1 | 0 | nt | 15 | nt | nt
22 | Cc1ccc(S(=O)(=O)N(CCC(=O)O)c2ccccc2)cc1 | -1 | -14 | 12 | 6 | -0.4
23 | Cc1ccc(-c2noc(CSc3nnc(Cc4ccccc4)n3-c3cccc(C)c3)n2)cc1 | -2 | 15[20 µM] | -17 | -4 | -0.33
24 | N#CCCN(Cc1cccs1)C(=O)Nc1ccc(F)cc1 | -3 | -12 | 5 | 4 | 0.94
25 | Cc1cc(C)cc(NC(=O)CC23CC4CC(C2)CC(n2nnc(C)n2)(C4)C3)c1 | -5 | -7 | 18 | -1 | -0.55
26 | O=C(C[n+]1ccccc1)Nc1c(Cl)cc(Cl)cc1Cl | 3 | -24 | 8 | 2 | 0.69
27 | O=C(Cn1c(=O)oc2ccccc21)c1ccccc1 | -3 | 22[20 µM] | 4 | 7 | nt
28 | COc1cccc2[nH]c3c(N4CCN(Cc5ccc6c(c5)OCO6)CC4)ncnc3c12 | -1 | -5 | 1 | 3 | -0.047
29 | Cn1ncc(C#N)c1NC(=O)C1CC(c2ccccc2Cl)=NO1 (stereo unspecified) | -8 | -13 | 1 | 7 | nt
30 | CC(C)(C)c1ccc(CN(Cc2ccccc2)C(c2ccccn2)c2nnnn2C(C)(C)C)cc1 (stereo unspecified) | 2 | -8[20 µM] | 12 | -3 | 1.1

cpd | Wee1 degr inh | hK5 inh | PERK inh | FXIa inh 1536
16 | 4 | -58 | -0.4 | -6
17 | 6 | -1 | 0.5 | -3
18 | 5 | -8 | 1.1 | 6
19 | 2 | -16 | 1.2 | -3
20 | 0 | 7 | 1.1 | 10
21 | nt | -12 | nt | 7
22 | -2 | -13 | 0.9 | 7
23 | -2 | 1 | -0.3 | -2
24 | -1 | 0 | 1.2 | 0
25 | -2 | -13 | -0.6 | 9
26 | 1 | 5 | 2.1 | 0
27 | 0 | -13 | 1.1 | -2
28 | 0 | -3 | -1.4 | -10
29 | 0 | -4 | 0.7 | -4
30 | 2 | -7 | -1.1 | 2

# A second format for seven compounds above:
# Values run as follows: thrombin 1536, Furin inh, FXIIa inh 1536, p97 inhibitor, KCC2 mod, Wee1 degr inh, hK5 inh, PERK inh, FXIa inh 1536
20) CC(=O)NC1=NN(C(C)=O)C(c2cccs2)S1 (stereo unspecified)
 : 2, -23[20 µM], 20, 2, -0.18, 0, 7, 1.1, 10
25) Cc1cc(C)cc(NC(=O)CC23CC4CC(C2)CC(n2nnc(C)n2)(C4)C3)c1
 : -5, -7, 18, -1, -0.55, -2, -13, -0.6, 9
16) N#Cc1c(C(F)(F)F)cc(-c2ccco2)nc1SCc1ccccn1
 : 4, -13[20 µM], -4, -1, -0.32, 4, -58, -0.4, -6
19) O=S(=O)(Cc1ccccc1)N1CCCCC1
 : -8, -21[20 µM], -1, 7, -0.45, 2, -16, 1.2, -3
23) Cc1ccc(-c2noc(CSc3nnc(Cc4ccccc4)n3-c3cccc(C)c3)n2)cc1
 : -2, 15[20 µM], -17, -4, -0.33, -2, 1, -0.3, -2
17) CCN(CC)C(=O)c1[nH]cnc1C(=O)N[C@@H](CC(C)C)C(=O)OCc1ccccc1
 : -8, -24, 7, -3, -0.11, 6, -1, 0.5, -3
22) Cc1ccc(S(=O)(=O)N(CCC(=O)O)c2ccccc2)cc1
 : -1, -14, 12, 6, -0.4, -2, -13, 0.9, 7

# Next part
cpd | mol | thrombin 1536 | Furin inh | FXIIa inh 1536 | p97 inhibitor | KCC2 mod
31 | O=c1cnc2cc([N+](=O)[O-])ccc2[nH]1 | -6 | -18 | 5 | 7 | 0.63
32 | CC(Oc1ccc2c(-c3ccccc3)cc(=O)oc2c1)C(=O)O (stereo unspecified) | 1 | -16 | 17 | -1 | -0.38
33 | CCOc1ccc(N(CC(=O)NCCc2ccc(OC)cc2)S(C)(=O)=O)cc1 | -11 | -14 | 4 | 0 | -0.77
34 | Cc1nc(C)c(C(=O)Nc2cccc(Cl)c2)o1 | 3 | -8 | 22 | 0 | nt
35 | CCC1CCC(c2nnc(-c3ccc([N+](=O)[O-])cc3)o2)CC1 (stereo unspecified) | -5 | -30 | 9 | 0 | 0.036
36 | CCc1nnc(NC(=O)Cc2ccc(OCc3c(C)noc3C)cc2)s1 | -7 | -17 | -8 | 0 | nt
37 | O=C(/C=C/Nc1ccccc1)C(F)(F)F | -27 | -27 | 4 | 7 | -0.67
38 | Cn1cnnc1SCC(=O)Nc1ccc(Cl)c(S(=O)(=O)N2CCOCC2)c1 | -4 | -15 | 0 | 1 | -1.1
39 | Cc1ccc(SCC(=O)NCCN2C(=O)CSC2=O)cc1C | -2 | 10[20 µM] | -6 | 1 | 0.45
40 | Cc1ccc(S(=O)(=O)N2CCOCC2)cc1C(=O)NCc1cn2ccsc2n1 | 5 | -19 | 14 | 0 | -3
41 | CCOC(=O)c1c(C)[nH]c(C(=O)CN2C(=O)NC(CC)(c3ccccc3)C2=O)c1C (stereo unspecified) | 0 | -12 | 8 | -1 | nt
42 | N#CCc1ccc(C(=O)c2ccccc2)s1 | 1 | -20[20 µM] | 14 | 1 | nt
43 | COC(=O)C1=C(C)N(Cc2ccco2)C(=O)N[C@H]1c1ccc(Br)cc1 | 0 | -15 | 29 | 7 | -0.5
44 | Cc1ccc(C)c2nc3sc(C(=O)N4CCCc5ccccc54)c(N)c3cc12 | 8 | 2[20 µM] | 23 | 5 | nt
45 | CCCS(=O)(=O)N1CCC(C(=O)N2CCC(Cc3ccccc3)CC2)CC1 | -6 | -15 | -7 | -5 | nt
46 | COc1ccccc1C/C(N)=N/O | -2 | -15 | 11 | 5 | 0.13
47 | CN(CCOc1ccccc1)C(=O)c1ccc(OC2CCN(C(=O)C3CC3)CC2)cc1 | 7 | -12 | 9 | -4 | -1.4
48 | CCN(CC)C(=O)CN(c1ccc(F)c(Cl)c1)S(C)(=O)=O | -4 | -10[20 µM] | 10 | 11 | -0.07

cpd | Wee1 degr inh | hK5 inh | PERK inh | FXIa inh 1536
31 | -1 | 1 | 0.7 | -1
32 | -1 | -10 | 2.4 | 5
33 | -4 | -3 | 0.5 | -6
34 | -3 | -16 | 1.3 | 16
35 | 4 | -33 | 1.2 | 6
36 | -3 | 2 | -0.5 | -4
37 | -3 | -4 | 0.6 | -6
38 | -2 | -6 | 0.3 | -2
39 | 0 | -2 | -0.6 | -8
40 | 4 | -10 | 0.5 | -5
41 | 6 | -12 | -1.6 | -5
42 | 3 | -15 | 1.0 | 0
43 | -4 | 2 | 0.2 | 22
44 | 1 | -8 | -0.1 | 10
45 | -1 | 3 | -0.6 | -36
46 | -3 | -16 | -0.1 | 8
47 | 2 | -5 | -1.5 | -4
48 | 0 | -9 | 0.1 | 2

# Sorted by count of non-hydrogen atoms (highest first): some entries from above
cpd | mol | thrombin 1536 | Furin inh | FXIIa inh 1536 | p97 inhibitor | KCC2 mod
33 | CCOc1ccc(N(CC(=O)NCCc2ccc(OC)cc2)S(C)(=O)=O)cc1 | -11 | -14 | 4 | 0 | -0.77
45 | CCCS(=O)(=O)N1CCC(C(=O)N2CCC(Cc3ccccc3)CC2)CC1 | -6 | -15 | -7 | -5 | nt
43 | COC(=O)C1=C(C)N(Cc2ccco2)C(=O)N[C@H]1c1ccc(Br)cc1 | 0 | -15 | 29 | 7 | -0.5

cpd | Wee1 degr inh | hK5 inh | PERK inh | FXIa inh 1536
33 | -4 | -3 | 0.5 | -6
45 | -1 | 3 | -0.6 | -36
43 | -4 | 2 | 0.2 | 22
